Source: PubChem BioAssay
TDP-43 yeast inh: rescues yeast growth from TDP-43 toxicity; TDP-43 expressing yeast growth rescue, BacTiter-Glo, 24 h; Potency, µM (doses to about 46.1 µM), for the others: top-dose growth rescue (activation), usual class: activators; 410,000 tested, 1.8% active; AID 652104; note: % of control where 0% means no effect; nearly all actives have a fitted effect of over 50% in size
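In this qHTS, compounds that restore growth of yeast expressing TDP-43 appear as activators. Cells (OD600=0.02, galactose medium, raffinose-pregrown) are incubated with compound 24 hr at 30 deg C and growth is quantified by BacTiter-Glo.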
FUS suppressor: FUS proteinopathy suppression in yeast. S. cerevisiae FUS-expressing, growth rescue, OD600, 24 h. Potency, µM (highest dose often 76.6 µM), inactives show top-dose growth rescue (activation), actives largely listed as activators. 390,000 tested, 0.24% active;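 note: plate controls were DMSO vehicle for no effect and reference control for full effect; nearly all actives have a fitted effect of over 55% in size; some results filed as inactive show a strong effect at the top dose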
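Yeast expressing FUS under galactose induction, OD 0.005 in 2% galactose medium; compounds in a dilution series, 24 h at 30C. Growth rescue by absorbance at 600 nm; CP55940 positive control, DMSO negative.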
PTHR1 ag: PTHR1 (human) receptor agonism. HEK293 GP2 PTHR1 cells, GloSensor cAMP luminescence, 1 h. Potency, µM (titrated, usually from 115 µM), inactives show at the top dose activation, most hits filed as activators. 410,000 tested, 0.075% active. AID 743266; note: nearly all actives have a fitted effect of over 55% in size; some results filed as inactive show a strong effect at the top dose; inactives centre near -15; many of its hits are not listed in these tables
Target sequence (Q03431 whole entry, looked up): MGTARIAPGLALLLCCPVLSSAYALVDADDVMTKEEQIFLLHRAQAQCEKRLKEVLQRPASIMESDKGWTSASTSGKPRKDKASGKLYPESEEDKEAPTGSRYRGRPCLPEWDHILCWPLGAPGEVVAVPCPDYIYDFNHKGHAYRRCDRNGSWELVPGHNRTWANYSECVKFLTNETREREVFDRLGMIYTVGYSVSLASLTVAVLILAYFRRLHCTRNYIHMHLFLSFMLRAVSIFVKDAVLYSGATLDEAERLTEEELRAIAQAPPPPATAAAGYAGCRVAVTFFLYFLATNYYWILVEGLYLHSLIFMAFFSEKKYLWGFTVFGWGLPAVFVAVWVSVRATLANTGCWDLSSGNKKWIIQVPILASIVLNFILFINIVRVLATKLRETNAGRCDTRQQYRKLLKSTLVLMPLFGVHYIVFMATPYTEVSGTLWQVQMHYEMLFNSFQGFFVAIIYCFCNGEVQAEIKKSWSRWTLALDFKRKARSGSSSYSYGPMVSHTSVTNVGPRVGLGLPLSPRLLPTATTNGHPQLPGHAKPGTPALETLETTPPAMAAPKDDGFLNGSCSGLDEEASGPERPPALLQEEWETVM
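HEK-293-derived GP2 cells expressing PTHR1 and a GloSensor cAMP reporter, 3,000/well, plated overnight, given luciferin plus IBMX (each 0.5 mM as added) for 1 h at 37 °C, then compound for 1 h at 37 °C. Luminescence was read after 15 min at room temperature.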
* hit, by the source's call; i = inactive; u = inconclusive; [ ] = dose if it differs, or a comment. Calls come from the whole dose curve; as a rule, active = well fitted curve in the direction sought with a large enough effect; inconclusive = small, poorly fitted or top-dose-only effect, or another doubt; inactive = no such curve, though single readings can be large; an effect the other way counts as inactive or inconclusive. Potency is the fitted concentration of half-maximal effect.

SMILES	TDP-43 yeast inh	FUS suppressor	PTHR1 ag
Cc1ccccc1Cn1cc(NC(=O)c2cc(-c3ccc(Cl)cc3)on2)cn1	4%	-2%	-5%
Cc1cccc(NC(=O)CSc2nc(=O)n(CCN3CCOCC3)c3c2CCC3)c1	24%	-12%	-12%
COc1ccc(N2CCN(C(=O)c3nc(-c4ccc(Cl)cc4)n4c3CCCCC4)CC2)cc1	17%	22%	-4%
Cc1ccc(Cl)cc1NC(=O)Nc1cn(CC(C)C)c(=O)c2ccccc12	13%	4%	i
CCCCOc1ccc(C(=O)N(Cc2nc(-c3ccc(Cl)cc3)no2)C(C)C)cc1	-5%	29%	-18%
Cc1ccc(OCc2ccc(-c3nc(C#N)c(N4CCC(C)CC4)o3)o2)cc1	29%[9.22 µM]	17%	-5%
Cc1cc(C)c(NC(=O)Cn2ccn(-c3cccc(Cl)c3)c(=O)c2=O)c(C)c1	17%	6%	i
COc1cccc(C2=CC(c3ccccc3F)n3ncc(C(=O)Nc4ccc(F)cc4)c3N2)c1 (stereo not drawn)	22µM*	28%	-32%[inhibitor]
COc1ccc(NC(=O)CSc2nc3ccccc3[nH]2)cc1	u	4%	-21%
Cc1ccc(-n2cc(C(=O)Oc3cccc(C)c3)c3ccccc3c2=O)cc1	-7%	0%	i
CCOc1ccc(NC(=O)CCS(=O)(=O)c2cccc3nonc23)cc1	-2%	-1%	i
CC(C)c1ccc(CNc2nc(-c3ccco3)nn2S(=O)(=O)c2ccccc2)cc1	3%	u	i
Cc1ccc(C)c(Cn2c(=O)n(CCC(=O)NCc3ccc4c(c3)OCO4)c(=O)c3sccc32)c1	9%	-6%	-24%
O=C(Nc1nnc(N2CCCCCC2)s1)Nc1cc(F)ccc1F	23%[9.22 µM]	-19%	-17%
Cc1nc2nc(NC(=O)c3ccc(Cl)cc3)[nH]n2c(=O)c1Cc1ccccc1	0%	0%	i
COc1ccc(CNCc2ccc(C(=O)O)s2)cc1	15%	-6%	i
COc1ccc(OC)c(CNC(=O)Cc2ccc(NC(=O)N3CCCCc4ccccc43)cc2)c1	9%	38%	-9%
Cc1cccc(C)c1Nc1c(-c2ccsc2)nc2ccc(Cl)cn12	-2%	-9%	-14%
Cc1cccc(NC(=O)CSc2nc(C)c(Cc3ccccc3)c(=O)[nH]2)c1C	11%	16%	-22%
COc1cc(-c2nc3nc(C)cc(C)n3c2Nc2ccc(Cl)cc2)ccc1O	0%	26%	i
COc1ccc(-c2noc(CSc3nnc(-c4ccccc4)n3-c3ccc(F)cc3)n2)c(OC)c1	14%	9%	i
CCCC(=O)Oc1c(Sc2ccc(C)cc2)c(C)nn1-c1ccccc1	11µM*	-4%	12%
CCc1ccc(NC(=O)CSc2ccc(-c3cccs3)nn2)cc1	10%	-2%	i
O=C(Nc1ccc(F)cc1F)c1cc2c(=O)n3ccccc3nc2s1	-1%	-3%	-10%
COc1cc(C2CC(=O)Nc3c2c(C)nn3-c2nncc(-c3ccccc3)n2)cc(OC)c1OC (stereo not drawn)	3%	3%	5%
COc1ccccc1CNC(=O)c1ccccc1NC(=O)c1nsc2ccccc12	3%	8%	i
CCOc1ccc(Nc2nc3c(S(=O)(=O)c4ccc(CC)cc4)nnn3c3ccc(Cl)cc23)cc1	14%	-18%	-7%
CCc1ccc(NC(=O)CSc2nnc(-c3nonc3NC(C)=O)n2-c2ccccc2)cc1	0%[9.22 µM]	17%	-10%
COC(=O)c1ccc(Cl)cc1NC(=O)N(Cc1ccc(C)o1)C1CCN(C(C)=O)CC1	0%	u	i
Cc1oc2ncn(CC(C)C)c(=O)c2c1C(=O)NCCCN(C)Cc1ccccc1	16%	11%	-8%
COC(=O)c1cc2sc(C)cc2n1CC(=O)Nc1ccc(C)c(C)c1	-2%	7%	i
CCS(=O)(=O)c1oc(-c2ccc(F)cc2)nc1S(=O)(=O)c1ccc(Br)cc1	28µM*	13%	-31%[inhibitor]
CCN(C(=O)C(Cc1ccccc1)NS(=O)(=O)c1cccc2nsnc12)c1ccccc1 (stereo not drawn)	8%	17%	-18%
CC(=O)N1CCN(C(=O)C(=O)Nc2c3c(nn2-c2ccc(Cl)cc2)CSC3)CC1	18%	25%	i
COc1cc(C(=O)NCC(c2ccc(Cl)cc2)N2CCOCC2)cc(OC)c1OC (stereo not drawn)	0%	14%	i
CCN(CC)CCn1c(=N)n(CC(O)COc2ccccc2C)c2ccccc21 (stereo not drawn)	-1%	-20%	u
COc1ccc(-c2nnc(C3CCN(S(=O)(=O)c4cccc(Cl)c4)CC3)o2)cc1	24%	43%	-12%
Cc1cc(=O)n(Cc2ccc(Br)cc2F)c2c1c(C)nn2-c1ccccc1	24%	-21%	i
Cc1ccc(-c2nc(CS(=O)(=O)CC(=O)NCCc3ccccc3)c(C)o2)cc1	0%	-33%	i
COc1ccccc1-c1nnc2n(CCc3ccccc3)c(=O)c3ccccc3n12	u	2%	-25%
O=C(Cn1c(=O)nc(-c2ccccc2)c2ccccc21)NCc1ccccc1Cl	14%	16%	i
O=C(CSc1nc2c([nH]c3ccccc32)c(=O)n1-c1ccccc1)N1CCc2ccccc21	2%	-2%	-22%
CCOC(=O)C1(C)C=C(Nc2ccc(C)cc2)C(=O)N1c1ccccc1 (stereo not drawn)	23%	-23%	i
CCOC(=O)c1cnc2cc(C(F)(F)F)ccc2c1N1CCN(c2ccc(F)cc2)CC1	8%	3%	0%
CCCOc1ccc(C2CC(=O)Nc3c2c(=O)n(C)c(=O)n3C)cc1OC (stereo not drawn)	12%	-9%	-28%
COc1ccc(-c2nc3cc(NC(=O)Cc4ccc(Cl)cc4)ccc3o2)cc1OC	8%	9%	-5%
COc1ccc(-c2onc(C)c2C)cc1S(=O)(=O)Nc1cc(Cl)ccc1C	16%	9%	-15%
COc1ccc(Br)cc1C(=O)Nc1ccc(-c2nc3ncccc3o2)cc1C	7%	1%	-6%
CCOC(=O)c1c(C)n(S(=O)(=O)c2ccc(C)cc2C)c2ccc(NS(=O)(=O)c3ccc(C)cc3C)cc12	-14%	u	u
Brc1cccc(CNCCSc2nnnn2-c2ccccc2)c1	12%	-27%	-15%

Already shown: an excerpt of the list.
SMILES	TDP-43 yeast inh	FUS suppressor	PTHR1 ag
COC(=O)c1cc2sc(C)cc2n1CC(=O)Nc1ccc(C)c(C)c1	-2%	7%	i
CCS(=O)(=O)c1oc(-c2ccc(F)cc2)nc1S(=O)(=O)c1ccc(Br)cc1	28µM*	13%	-31%[inhibitor]
CCN(C(=O)C(Cc1ccccc1)NS(=O)(=O)c1cccc2nsnc12)c1ccccc1 (stereo not drawn)	8%	17%	-18%
CC(=O)N1CCN(C(=O)C(=O)Nc2c3c(nn2-c2ccc(Cl)cc2)CSC3)CC1	18%	25%	i
COc1cc(C(=O)NCC(c2ccc(Cl)cc2)N2CCOCC2)cc(OC)c1OC (stereo not drawn)	0%	14%	i
CCN(CC)CCn1c(=N)n(CC(O)COc2ccccc2C)c2ccccc21 (stereo not drawn)	-1%	-20%	u
COc1ccc(-c2nnc(C3CCN(S(=O)(=O)c4cccc(Cl)c4)CC3)o2)cc1	24%	43%	-12%
Cc1cc(=O)n(Cc2ccc(Br)cc2F)c2c1c(C)nn2-c1ccccc1	24%	-21%	i
Cc1ccc(-c2nc(CS(=O)(=O)CC(=O)NCCc3ccccc3)c(C)o2)cc1	0%	-33%	i
COc1ccccc1-c1nnc2n(CCc3ccccc3)c(=O)c3ccccc3n12	u	2%	-25%
O=C(Cn1c(=O)nc(-c2ccccc2)c2ccccc21)NCc1ccccc1Cl	14%	16%	i
O=C(CSc1nc2c([nH]c3ccccc32)c(=O)n1-c1ccccc1)N1CCc2ccccc21	2%	-2%	-22%
CCOC(=O)C1(C)C=C(Nc2ccc(C)cc2)C(=O)N1c1ccccc1 (stereo not drawn)	23%	-23%	i
CCOC(=O)c1cnc2cc(C(F)(F)F)ccc2c1N1CCN(c2ccc(F)cc2)CC1	8%	3%	0%
CCCOc1ccc(C2CC(=O)Nc3c2c(=O)n(C)c(=O)n3C)cc1OC (stereo not drawn)	12%	-9%	-28%
COc1ccc(-c2nc3cc(NC(=O)Cc4ccc(Cl)cc4)ccc3o2)cc1OC	8%	9%	-5%
COc1ccc(-c2onc(C)c2C)cc1S(=O)(=O)Nc1cc(Cl)ccc1C	16%	9%	-15%

(continued)
SMILES	TDP-43 yeast inh	FUS suppressor	PTHR1 ag
Cc1ccc(C)c(Cn2c3ccccc3c3cnn(CC(=O)NCCC4=CCCCC4)c(=O)c32)c1	14%	-20%	i
COc1ccc(NC(=O)CCS(=O)(=O)c2cc3c4c(c2)CCN4C(=O)CC3)c(OC)c1	3%	-6%	i
COc1ccc(-n2nc(C(=O)Nc3cccc(C)n3)c3c4ccccc4n(C)c3c2=O)cc1	14%	-30%	i
Cc1ccc2c(c1)c(=O)c1ccccc1n2CCCC(=O)Nc1ccc(F)cc1F	14%	7%	-17%
CCCn1c(=O)c2sccc2n2c(CCCC(=O)NC3CCCCC3)nnc12	14%	-30%	-14%
COc1cccc(CNC(=O)CN2C(=O)CSc3c2c(C)nn3-c2ccccc2)c1	28%	1%	-3%
COc1ccc(-c2cn3nc(N4CCCC(C(=O)Nc5ccc(C)c(C)c5)C4)sc3n2)cc1 (stereo not drawn)	13%	22%	i
Cc1cccc(NS(=O)(=O)c2ccc3c(c2)CCN3C(=O)CCC(=O)O)c1C	9%	17%	i
CCSc1nnc2c(n1)OC(c1ccc(OC)c(OC)c1)N(C(C)=O)c1ccccc1-2 (stereo not drawn)	u	21%	i
COc1cccc(Cc2nc3ccccc3nc2SCC(=O)NCc2ccc(C)cc2)c1	0%	-5%	-49%[inhibitor]
Cc1ccc(CNC(=O)c2cc(C3CC3)nc3c2c(C)nn3-c2cccc(Cl)c2C)cc1	23%[9.22 µM]	-20%	i
Cc1ccc(N2CC(NC(=O)c3cc4ccccc4o3)CC2=O)cc1C (stereo not drawn)	18%	-12%	-53%[inhibitor]
Cc1ccc(NC(=O)CC2Nc3cc(C)c(C)cc3NC2=O)c(C)c1 (stereo not drawn)	22%	-12%	u
Cc1ccc(N(CC(=O)Nc2cc(C)ccc2C)S(=O)(=O)c2c(C)noc2C)cc1	31%	-13%	-60%[inhibitor]
Cc1ccc(-n2c(=O)[nH]c3sc4c(c3c2=O)CCCC4)cc1	u	8%	4%
Cc1ccccc1Oc1nc2ccccn2c(=O)c1/C=C(\C#N)c1nc2ccccc2[nH]1	13%	-5%	i
COc1ccc(-c2nn(-c3ccc(F)cc3)c3c2cnc2cc4c(cc23)OCO4)cc1	29%	-28%	i
COc1cccc(C(=O)Nc2ccc3nc(SCCOc4ccccc4)sc3c2)c1	1%	4%	-4%
CCc1ccc(-c2cn3c(n2)sc2cc(C(=O)NCCC4=CCCCC4)ccc23)cc1	9%	-4%	i
Cc1ccc(-n2nnnc2CNC(=O)c2ccccc2)cc1C	13%	18%	3%
COc1ccc(Br)cc1CNC(=O)CSc1cc(=O)n(C)c2ccccc12	15%	-16%	-5%
CCCN(CCC)C(=O)C1CCCN(S(=O)(=O)c2cc(Br)cc3c2N(C(=O)CC)CC3)C1 (stereo not drawn)	11%	-17%	i
O=c1n(Cc2ccccc2)nc2n1-c1ccccc1OC2	u	10%	23%

Another view of some results above:
SMILES: CCCN(CCC)C(=O)C1CCCN(S(=O)(=O)c2cc(Br)cc3c2N(C(=O)CC)CC3)C1 (stereo not drawn)
  TDP-43 yeast inh = 11%
  FUS suppressor = -17%
  PTHR1 ag = i
SMILES: O=c1n(Cc2ccccc2)nc2n1-c1ccccc1OC2
  TDP-43 yeast inh = u
  FUS suppressor = 10%
  PTHR1 ag = 23%

Some of the compounds tested; count on the stated rates, not on these rows.
